APP 5'UTR act: APP 5'UTR luciferase reporter activation; 1% of 190,000 active; activation, % at 2 µM; SH-SY5Y APP 5'UTR luciferase reporter, luminescence; zero percent = DMSO vehicle wells;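 active means activation above a set limit, based on mean plus 3 SD of controls, cut at about 140% in these data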; further: values of inactives mirror those of a sister screen read the other way
STAT1 activator: increases IFN-gamma driven STAT1 reporter signal. 2.6% of 200,000 active. NIH 3T3 STAT1-luciferase reporter, luminescence; 100% = IFN-gamma alone, no compound. activation (% of control), % at 5.5 µM;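 active means activation above the screen-wide mean activation plus 3 SD, cut at about 130% in these data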;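 further: raw ratio to IFN-gamma control signal so 100% means no change and 0% no light; values of inactives mirror those of a sister screen read the other way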
Hsp70 act: switches on Hsp70 transcription; AID 1203; HeLa Hsp70 promoter luciferase reporter, luminescence; scaled: vehicle 0, proteasome-inhibitor control 100%; 0.04% of 200,000 active; activation, % at 10 µM;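 active means activation above the mean across all tested compounds plus 3 SD, cutoff set per campaign, cut at about 5.5% in these data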;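 further: 100% = MG132 at 30 µM as the positive control and 0% = DMSO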
STAT1 blocker: STAT1 signaling inhibition; NIH 3T3 STAT1-luciferase reporter, IFN-gamma, luminescence; inhibition, % at 5.5 µM; 0.35% of 200,000 active;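 active means inhibition above a set limit, the mean inhibition across all tested compounds plus 3 SD, cut at about 34% in these data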;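 further: 0% = IFN-gamma with DMSO and 100% = IFN-gamma with 300 µM nifuroxazide; values of inactives mirror those of a sister screen read the other way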
STAT3 activator: activators of IL-6 induced STAT3 signaling; U3A cells, IL-6 STAT3-luciferase reporter, luminescence; 100% = signal with IL-6 EC80 alone; activation (% of control), % at 5.6 µM; 0.91% of 190,000 active; AID 871;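 active means activation above the screen-wide mean of compound activation plus 3 SD, cut at about 130% in these data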;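 further: 0% = background luminescence of wells with medium and substrate only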
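Material: STAT1-lacking human U3A cells, STAT3 luciferase reporter | Benchmarks: IL-6-only wells as 100% reference | Probe or stimulus: IL-6 (33 ng/mL) | Timing: Compound 1 h, then IL-6 6 h at 37 °C | Detection: Luminescence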
STAT3 blocker: reduces IL-6 driven STAT3 reporter signal; U3A cells, IL-6 STAT3-luciferase reporter, luminescence; host cell line lacks STAT1; inhibition, % at 5.5 µM; 0.89% of 190,000 active; AID 862;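 active means inhibition above the mean inhibition across all screened compounds plus 3 SD, cut at about 44% in these data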;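 further: 0% = DMSO only wells and 100% = 100 µM nifuroxazide control wells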
DTT redox prof: compounds producing H2O2 with reducing agent – biochemical, NIH compound library profiling, artefact control for MLSCN library redox annotation, primary screen; activation, % at 10 µM; DTT-dependent redox cycling H2O2, phenol red/HRP absorbance; 100% = 100 µM peroxide control, 0% = buffer; 0.03% of 200,000 active; AID 878;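 active means activation of at least 50% relative to the plate's high and low controls in the primary single-dose screen; inactive means activation below 50%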;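 further: compound incubated with DTT at 0.8 mM final as the reducing agent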
NF-kB expr up: NF-kB expression increase, human neuronal cells; 1.6% of 190,000 active; AID 1239; NF-kB reporter expression; active compounds read high; fold change at 12.5 µM; in the data active means fold change above about 3.3
TLR4-MyD88 BLA: TLR4-MyD88 interaction inhibition in cells | O00206+Q99836 | HeLa CL3-4 TLR4/MyD88 BLA complementation, FRET ratio | inhibition, % at 8.4 µM | 0.18% of 200,000 active | AID 861; in the data active means inhibition above about 25%;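 further: 0% = vehicle and 100% = reference inhibitor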
Target sequence (O00206 whole entry, looked up): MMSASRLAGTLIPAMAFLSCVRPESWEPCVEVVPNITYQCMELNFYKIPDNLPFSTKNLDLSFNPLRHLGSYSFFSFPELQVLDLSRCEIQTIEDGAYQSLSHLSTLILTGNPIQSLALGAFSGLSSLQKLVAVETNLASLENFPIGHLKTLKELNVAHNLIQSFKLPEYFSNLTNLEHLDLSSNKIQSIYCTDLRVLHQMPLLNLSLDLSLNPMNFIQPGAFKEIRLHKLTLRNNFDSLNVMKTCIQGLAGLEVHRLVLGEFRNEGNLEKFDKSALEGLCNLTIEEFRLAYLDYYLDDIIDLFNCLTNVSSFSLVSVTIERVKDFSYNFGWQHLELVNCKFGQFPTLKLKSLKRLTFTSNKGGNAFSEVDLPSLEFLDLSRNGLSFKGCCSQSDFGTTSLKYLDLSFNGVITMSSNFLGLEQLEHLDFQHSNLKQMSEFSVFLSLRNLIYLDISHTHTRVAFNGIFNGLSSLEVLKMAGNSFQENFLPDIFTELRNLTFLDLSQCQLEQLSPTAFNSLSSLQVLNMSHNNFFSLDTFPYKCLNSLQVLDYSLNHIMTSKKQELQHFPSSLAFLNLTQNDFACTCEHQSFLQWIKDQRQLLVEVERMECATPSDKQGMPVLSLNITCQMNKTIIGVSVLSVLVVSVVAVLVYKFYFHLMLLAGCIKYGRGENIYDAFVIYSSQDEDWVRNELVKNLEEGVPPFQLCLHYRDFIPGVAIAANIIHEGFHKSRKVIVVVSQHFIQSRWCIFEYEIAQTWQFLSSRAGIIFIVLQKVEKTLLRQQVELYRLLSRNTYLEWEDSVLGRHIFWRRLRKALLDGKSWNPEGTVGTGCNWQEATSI
Target sequence (Q99836 whole entry, looked up): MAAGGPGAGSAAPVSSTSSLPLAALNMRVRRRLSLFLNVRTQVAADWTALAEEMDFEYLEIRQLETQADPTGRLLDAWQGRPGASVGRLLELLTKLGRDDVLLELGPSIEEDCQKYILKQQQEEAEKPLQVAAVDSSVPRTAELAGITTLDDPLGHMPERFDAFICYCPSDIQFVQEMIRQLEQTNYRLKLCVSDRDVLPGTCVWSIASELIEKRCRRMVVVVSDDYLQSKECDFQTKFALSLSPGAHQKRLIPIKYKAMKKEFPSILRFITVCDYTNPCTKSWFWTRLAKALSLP
Efa HMGR inh: inhibitors of class II HMG-CoA reductase from Enterococcus faecalis | purified E. faecalis HMGR, NADPH absorbance 340 nm kinetic | inhibition, % at 10 µM | 0.41% of 190,000 active;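 active means inhibition above a set limit, the median over all tested compounds plus 3 SD, cut at about 9.5% in these data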;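 further: enzyme runs in reverse so mevalonate oxidation gives rising NADPH absorbance; 0% = complete reaction with DMSO and 100% = background rate lacking mevalonate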
Starred values were filed as active, the others as inactive; / = no result given.

SMILES	APP 5'UTR act	STAT1 activator	Hsp70 act	STAT1 blocker	STAT3 activator	STAT3 blocker	DTT redox prof	NF-kB expr up	TLR4-MyD88 BLA	Efa HMGR inh
C=CCN1C(=O)[C@]2(c3ccccc31)C1CCCC=C1C(C#N)=C(N)C2(C#N)C#N (some centres not stated)	12	97	-0.3	4	102	3	8.2	1.2	-8	-3
COC(=O)c1ccccc1C(=O)c1ccc2c(c1)NC(=O)CO2	20	106	-0.3	-7	106	-5	-1.7	1.2	2	-11
O=C(CSc1nc2sc3c(c2c(=O)n1-c1ccccc1)CCCC3)NCc1ccco1	-5	98	0.2	3	92	15	-0.5	0.99	-2	-11
O=C1CCC/C(=N\NC(=O)COc2ccc(Cl)cc2)C1	-21	103	-0.2	-4	104	2	-2.2	1.2	-13	1
CC(C(=O)N1CCCCC1)n1ncn2cccc2c1=O (configuration not stated)	3	100	-0.2	-2	97	8	0.3	1.1	6	-3
COCCNC(=O)c1cc(C)ccc1C	27	97	0.1	2	99	8	-0.2	1.1	6	2
CC(C)C1=NN(C(=O)c2cccnc2)C(O)(C(F)(F)F)C1 (configuration not stated)	-2	101	-0.1	-1	100	2	1.5	1.9	-4	-10
O=C(NNC1=NCCC1)C1CC1	10	101	-0.1	-3	96	7	0.0	1.7	-5	-1
Cn1c(=O)c2c(nc(CO)n2C)n(C)c1=O	-17	103	-0.4	-4	105	-5	0.1	1.1	5	-3
Cc1cnc(NC(=O)CSc2nc3ccccc3s2)s1	4	93	0.1	7	101	0	0.7	0.89	-10	0
S=C(Nc1ccc(Cl)cc1)N1CCOCC1	0	104	-0.4	-5	98	6	-3.7	/	6	/
S=c1nc[nH]c2c1[nH]c1ccccc12	0	91	-0.2	8	105	4	-4.1	1.1	-1	-5
CCC1CCCCN1CC(=O)Nc1cc(OC)c(OC)cc1C#N (configuration not stated)	-3	100	-0.4	0	95	8	-0.3	1.1	-6	-3
O=C1CCCC(O)=C1Sc1ccccc1C(=O)O	9	102	0.0	-5	110	-8	-1.3	1.2	-15	-5
COc1ccc(NC(=O)CSc2nnc(Cn3c(=O)sc4ccccc43)n2C)c(OC)c1	-9	95	-0.2	6	97	4	-0.2	0.96	4	-7
CN(C)S(=O)(=O)c1cccc(C(=O)Nc2cc(Cl)ccc2O)c1	13	101	-0.4	-1	96	9	3.7	1.3	4	-1
COc1ccc(S(=O)(=O)N(CC(=O)N/N=C/c2cccs2)c2cc(C)cc(C)c2)cc1OC	26	108	0.1	-3	99	10	-1.3	0.68	3	3
Cc1ccccc1C(=O)N(Cc1nc2ccccc2c(=O)[nH]1)C1CCCC1	4	104	-0.6	-5	102	-1	-0.4	1.1	5	-4
CCOc1ccc(OCC)c(S(=O)(=O)N2CCC(C)CC2)c1	5	97	0.0	4	99	5	-0.7	1	-12	0
CCOC(=O)N1CCN(C(=O)/C=C/c2ccc([N+](=O)[O-])cc2)CC1	-4	92	0.1	7	97	15	1.1	0.99	-7	1
CC(=O)N1CCN=C1SCc1cccc(C(F)(F)F)c1	-5	94	-0.2	7	94	11	1.0	1	0	0
COCCNC(=O)C1=C(N)C(C(=O)Nc2ccc(C)c(S(=O)(=O)N3CCCCC3)c2)SC1=Nc1ccc(C)cc1C (configuration not stated)	-10	102	-0.1	-2	99	9	0.2	0.84	8	1
Cc1ccn2c(c1)nc(=S)n2C(=O)c1ccco1	161*	217*	-0.1	-129	102	1	0.2	8.5*	10	-5
O=C1CC(c2ccc(F)cc2)Cc2nc(NCC3CCCO3)ncc21 (configuration not stated)	7	96	-0.1	5	102	2	2.1	0.88	-8	5
CN(C)c1ccc(-n2cc3c(=O)n(C)c(=O)n(C)c3c2)cc1	20	134*	0.3	-38	89	15	2.3	1.3	-2	-3

Already shown: 5 of the compounds above.
SMILES	APP 5'UTR act	STAT1 activator	Hsp70 act	STAT1 blocker	STAT3 activator	STAT3 blocker	DTT redox prof	NF-kB expr up	TLR4-MyD88 BLA	Efa HMGR inh
COC(=O)c1ccccc1C(=O)c1ccc2c(c1)NC(=O)CO2	20	106	-0.3	-7	106	-5	-1.7	1.2	2	-11
O=C(CSc1nc2sc3c(c2c(=O)n1-c1ccccc1)CCCC3)NCc1ccco1	-5	98	0.2	3	92	15	-0.5	0.99	-2	-11
O=C1CCC/C(=N\NC(=O)COc2ccc(Cl)cc2)C1	-21	103	-0.2	-4	104	2	-2.2	1.2	-13	1
CC(C(=O)N1CCCCC1)n1ncn2cccc2c1=O (configuration not stated)	3	100	-0.2	-2	97	8	0.3	1.1	6	-3
COCCNC(=O)c1cc(C)ccc1C	27	97	0.1	2	99	8	-0.2	1.1	6	2

(next part)
SMILES	APP 5'UTR act	STAT1 activator	Hsp70 act	STAT1 blocker	STAT3 activator	STAT3 blocker	DTT redox prof	NF-kB expr up	TLR4-MyD88 BLA	Efa HMGR inh
CCC(CC)C(=O)c1c[nH]c(C(=O)N2CCN(c3ccccc3F)CC2)c1	5	102	-0.5	-3	87	21	-1.9	1.3	-5	0
O=[N+]([O-])c1ccccc1N(CC1CO1)S(=O)(=O)c1ccccc1 (configuration not stated)	12	99	-0.2	0	103	-1	1.8	1.2	-14	-4
O=C1c2ccccc2C(=O)C12OC2c1ccc(Cl)cc1Cl (configuration not stated)	-25	100	-0.2	-1	101	0	0.1	4.1*	14	-6
CCn1c(SCc2ccc(C)cc2)nnc1C1CCN(S(=O)(=O)c2ccc(OC)cc2)CC1	20	96	-0.3	4	95	9	-0.8	0.71	13	-3
COc1ccc(CCN(Cc2ccccn2)C(=S)Nc2cccc(SC)c2)cc1OC	2	95	-0.1	5	103	9	-1.1	1.1	0	-4
O=C(Nc1nnc(-c2cccnc2)o1)c1cccc(Cl)c1	6	94	0.2	4	101	4	0.8	0.88	-17	-1
CCOC(=O)N1CCC(NC(=O)c2ccc3c(c2)sc2nc(-c4ccc(OC)cc4)cn23)CC1	1	109	-0.2	-10	92	10	-1.1	1.2	5	-7
O=S(=O)(c1ccc(S(=O)(=O)N2CCCN(Cc3ccccc3)C2)cc1)N1CCCCCC1	7	97	0.0	3	102	3	0.7	0.9	-3	1
O=C(COc1ccc(/C=N/NC(=O)c2ccccc2O)cc1)Nc1ccccc1	-10	90	0.1	9	102	5	-1.8	1.1	7	-1
CCCc1nc2c(sc3nc4c(cc32)COC(C)(C)C4)c(=O)n1CCN(C)C	-5	89	-0.1	12	103	3	0.0	0.75	6	-2
N#Cc1c(-c2ccco2)cc(-c2cccnc2)nc1N	-1	102	0.1	-2	102	2	0.0	0.42	7	2
Cc1nc(SCC(=O)N2CC(=O)Nc3ccccc32)c2c(C)c(C)sc2n1	10	102	-0.3	-2	92	19	1.5	0.66	-16	-21
O=C(Nc1cccc2ncccc12)c1ccc(-c2ccc(Br)cc2)o1	17	101	0.0	-1	133	-25	2.4	1.1	8	-1
O=C(CCC1N=C2c3ccccc3N=C(SCc3ccc(F)cc3)N2C1=O)NCc1ccco1 (configuration not stated)	3	104	-0.1	-4	93	12	2.8	1.1	-10	-3
O=C(NCc1ccccc1)C1CCCN(C(=O)Nc2ccccc2)C1 (configuration not stated)	1	101	-0.3	-1	100	4	0.0	1.3	0	-5
Cc1ccc(CN2CCc3c(OCC(=O)Nc4cccc(C)c4C)cccc3C2=O)cc1	15	99	-0.2	1	107	-8	0.2	0.74	-2	-4
O=C(Nc1cccnc1Cl)c1ccc(Cl)c([N+](=O)[O-])c1	-14	101	-0.5	-1	98	6	0.3	1.3	-6	-4
CC(=O)c1cccc(S(=O)(=O)NCC(c2ccco2)N2CCCCC2)c1 (configuration not stated)	18	98	-0.2	2	99	6	2.7	0.9	-1	-1
Cc1c(CN(C)C(=O)CSc2nc(-c3ccco3)cc(C(F)(F)F)n2)cnn1C	-9	97	-0.1	3	99	4	0.4	0.78	9	0
Clc1ccc(OCCSc2ncccn2)c(Br)c1	174*	144*	0.2	-52	92	14	0.3	0.99	-8	1
CCOC(=O)C1=C(O)C(=O)N(c2ccc(S(N)(=O)=O)cc2)C1c1ccc(OC)cc1OC (configuration not stated)	7	98	0.2	2	104	-2	-0.5	1.3	-9	0
COc1cccc(C2CCCCN2Cc2nc(-c3ccc(C)o3)oc2C)c1 (configuration not stated)	7	103	0.5	-5	103	-1	-0.9	1.1	-2	4
CCc1c(C(C)O)oc2ccc3c(C)cc(=O)oc3c12 (configuration not stated)	0	86	-0.1	15	93	12	2.1	1.6	7	-2
CCO/C=C1/C(=O)N(c2ccc(OC)cc2)C(=O)c2ccccc21	8	104	-0.1	-6	84	26	-0.3	1.5	15	-5
COc1ccc(NC(=O)CSc2nncn2C)c([N+](=O)[O-])c1	5	117	-0.2	-19	109	2	2.1	1.2	17	-2
SMILES	APP 5'UTR act	STAT1 activator	Hsp70 act	STAT1 blocker	STAT3 activator	STAT3 blocker	DTT redox prof	NF-kB expr up	TLR4-MyD88 BLA	Efa HMGR inh
Cc1ccc(S(=O)(=O)N2CCC(NC(=O)OC(C)C)CC2)cc1	32	93	-0.3	7	93	11	-1.1	0.88	5	-1
O=C(CSc1nnc(-c2ccco2)n1Cc1ccco1)NCc1cccs1	-4	97	-0.3	3	102	8	2.3	1	-6	-7
CC(=O)NC1C(=O)N(C)c2ccc(Br)cc21 (configuration not stated)	-3	93	0.0	8	102	2	2.1	0.99	-5	-6
Cc1ccc2c(c1)nnn2C1CCN(C(=O)NCc2ccccc2)CC1	-13	103	-0.2	-4	87	25	-0.5	1.1	8	-2
O=c1c2c(nc3n1CCCCC3)-c1ccccc1CC21CCCC1	-7	100	0.2	0	101	6	-0.4	1.3	9	-6
CCOC(=O)c1ccc2nc(NC(=O)c3ccco3)sc2c1	277*	112	-0.2	-13	57	54*	1.6	4.6*	-3	-3
Cc1ccc(NC(=O)CSc2nnc(C)n2CC2CCCO2)cc1 (configuration not stated)	17	104	0.1	-5	97	4	-2.2	1.1	-5	1
NC(=S)N/N=C/c1ccc(Br)o1	-15	103	-0.4	-3	102	2	-0.2	1.2	-1	-7
CCC(CC)NC(=O)Cc1ccc(F)cc1	12	99	-0.3	-1	107	-1	-0.2	1	12	-6
CCOC(=O)c1ccc(NC(=O)C2CCN(S(=O)(=O)c3ccccc3)CC2)cc1	11	98	-0.1	2	95	11	-0.5	/	-22	/
CCOC(=O)c1cnc(SC)nc1Oc1cccc(NS(=O)(=O)c2ccccc2)c1	-26	104	0.1	-4	95	7	-0.8	0.39	-9	-2
O=C(CCCCn1c(=O)c2ccccc2n(Cc2ccc(Cl)cc2)c1=O)NCc1ccco1	17	94	-0.1	7	110	-8	2.9	1.1	10	3
COc1ccccc1NC(=O)Cc1noc(CSc2nnc(C)s2)n1	-2	107	-0.1	-8	106	-2	-0.1	1.1	-10	5
O=C(Nc1ccc2c(c1)nc1n2CCN(Cc2ccccc2)C1)NC1CCCCC1	4	102	-0.3	-2	94	10	1.7	1	-1	-3
CCN(c1ccc(NC(=O)CCNC(=O)c2ccco2)cc1)C(C)C	10	102	-0.5	-2	98	4	-0.2	0.88	6	-7
Cc1ccc(-c2nn(-c3ccccc3)cc2CNCc2ccccc2)cc1	21	98	0.3	1	100	8	0.4	1.2	3	-5
COc1ccc(N=Cc2[nH]c3ccccc3c2O)cc1	87	106	0.0	-7	117	-16	-1.4	1.7	2	-8
Cc1cc(/C=C2/NC(=O)NC2=O)c(C)n1C	-7	105	0.0	-7	95	8	-1.0	1.2	7	1

Screening data from PubChem.
